Screening data from PubChem BioAssay.
Ecoli WT growth – blocks growth of wild type E. coli BW25113; E. coli BW25113 growth inhibition, OD600; inhibition, % at 10 µM; hit rate 0.05% among 20,000; AID 552; in the data active = inhibition above about 40%;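 also: bacteria exposed to compound for 20 hours at 37 °C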
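assay system = bacterial strain in a whole-cell growth screen | quantity = inoculum from a 1:1000 dilution of a 1.5 h subculture | buffer or medium = LB broth with 50 µg/mL kanamycin | compound dosing = one dose, 10 µM final | schedule = compound exposure of 20 h at 37 °C | technique = absorbance at 615 nm as a measure of bacterial growth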
The depositor's hits bear a star. These rows are one share of the data. The share of hits here may be higher or lower than overall.

SMILES	Ecoli WT growth
O=C(c1ccc(S(=O)(=O)N2CCC(c3nc4ccccc4s3)CC2)cc1)N1CCOCC1	7
O=C(COc1ccccc1Cl)NCCCN1CCOCC1	5
O=C(Nc1nc(-c2ccc(S(=O)(=O)N3CCCCCC3)cc2)cs1)c1cccs1	-2
Cc1nnc(SCC(=O)N2CCC(c3noc4ccc(F)cc34)CC2)s1	-12
COC(=O)c1ccccc1NC(=O)C(C)NS(=O)(=O)c1ccc(OC)cc1 (stereo not drawn)	-14
COc1ccc(-c2nnc(SCc3nnc(-c4ccc(Cl)cc4)o3)n2-c2ccccc2)cc1	5
Cc1cccc(OCCCc2c(C)n[nH]c2C)c1	8
O=C(NC1CCCCC1)c1ccc(S(=O)(=O)N2CCCCC2)cc1	2
Cc1onc(-c2c(Cl)cccc2Cl)c1C(=O)NCC1CCCO1 (stereo not drawn)	-2
CCCCCn1c(=NC(C)=O)c(C#N)cc2c(=O)n3cccc(C)c3nc21	-14
CCOC(=O)c1ccc2nc(C)c3c(c2c1)OC(C)C3 (stereo not drawn)	-3
CCOC(=O)c1ccccc1N/C=C1\CCCC1=O	-21
CN(C)c1nc(N)nc(Cn2ccnc2)n1	-24
Cc1c(Cl)cccc1Nc1nc(N)nc(CSc2ncccn2)n1	-23
COC(=O)C1=C(Cn2cnc3ccccc32)NC(=O)NC1c1cc(C)ccc1C (stereo not drawn)	-18
N#Cc1cn(-c2ccccc2)nc1-c1cc2ccccc2oc1=O	-3
OCc1nc(CO)n(Cc2ccccc2)n1	-5
CCOc1ccc(OCC)c(NC(=O)C2CCN(c3ncccn3)CC2)c1	0
Cc1ccc(CCNc2ccccc2)c[n+]1[O-]	6
Cc1ccnc(NC(=O)Nc2ccc(F)cc2)c1	0
O=C(Nc1ccc(N2CCN(Cc3ccccc3)CC2)cc1)c1cccnc1	-1
CN=C1CC(C)(C)CC(=O)/C1=C(/O)CCC(=O)NC	2
Cc1ccccc1OCc1nnc(SCC(=O)Nc2ccc3c(c2)oc2ccccc23)n1C	-3
Cc1sc2ncnc(Oc3ccc(-n4ccnc4)cc3)c2c1C	-2
COC(=O)COc1ccc(S(=O)(=O)NCc2cccnc2)cc1	-8
Cc1ccc2c(c1)NC(=O)C(CC(=O)NCCN(CC(C)C)CC(C)C)O2 (stereo not drawn)	17
C=CCn1c(SCC(=O)Nc2ccccc2OC)nnc1-c1ccco1	-2
CC(=O)Nc1cc(S(=O)(=O)C(F)(F)F)ccc1Cl	-19
Cc1cc(C(F)F)n2nc(C(=O)Nc3cccc(C(F)(F)F)c3)nc2n1	-15
CCOc1cccc(Oc2ccc(C(F)(F)F)cn2)c1	2
CCOc1ccccc1OCc1nn2c(-c3ccc(C)cc3)nnc2s1	-20
CCNc1oc(COc2ccccc2F)nc1C#N	-2
CC1C(c2ccccc2)N(C)CCC12NC(=O)NC2=O (stereo not drawn)	-2
CC(CC1C(C#N)=C(N)SC(N)=C1C#N)c1ccccc1 (stereo not drawn)	-9
CCCCOCCCNC(=O)c1ccccc1OCC	3
COCCNC(=O)c1ccc(N(C)S(=O)(=O)c2ccc(OC)c(OC)c2)cc1	5
COC(=O)CCC(=O)Nc1ccc(S(=O)(=O)N2CCCCCC2)cc1	1
COC(=O)c1c(NC(=O)c2c(C)noc2C)sc2c1CCCCCC2	-25
OCCN1CCN(C(=S)c2ccc(Cl)cc2)CC1	2
COC(=O)c1sccc1NC(=O)CN1CCN(c2ccc(F)cc2)CC1	-2
O=C(CC1COc2ccccc2O1)NCc1ccccc1 (stereo not drawn)	1
CC(C)NC(=O)Cn1cnc2c1c(=O)n(C)c(=O)n2C	8
Fc1ccc(Cn2nnc(-c3ccc(CN4CCOCC4)cc3)n2)cc1	6
CCC(=O)c1cccc2c1N=CC1=C(CC(C)(C)CC1=O)N2	0
O=c1c2ccccc2c(/C=N/n2cnnc2)c(O)n1-c1ccccc1	-5

3 structures from above, ordered by length of the SMILES, smallest number first:
SMILES	Ecoli WT growth
CCCCOCCCNC(=O)c1ccccc1OCC	3
CC(CC1C(C#N)=C(N)SC(N)=C1C#N)c1ccccc1 (stereo not drawn)	-9
COC(=O)c1c(NC(=O)c2c(C)noc2C)sc2c1CCCCCC2	-25

Later entries
SMILES	Ecoli WT growth
CCn1c(C(O)c2ccc3c(c2)OCO3)nc2ccccc21 (stereo not drawn)	4
COc1ccc(N2CCN(CCNS(=O)(=O)c3cccc4nsnc34)CC2)cc1	-5
CCc1c(C)c2ccc(O)c(CN(C)C)c2oc1=O	-5
Cc1csc(NC(=O)c2cc3c(s2)-c2ccccc2OC3)n1	4
COC(=O)CSc1nnc(-c2ccccc2OC)o1	5
Cc1cc(S(=O)(=O)N2CCN(c3c(C)cccc3C)CC2)ccc1F	-20
Cn1c(=O)c2c([nH]c(=O)n2C)n(C)c1=O	7
O=C(CSc1nnc(Cc2ccccc2)n1Cc1ccco1)NC12CC3CC(CC(C3)C1)C2	-3
CCn1c(CC(=O)Nc2ccc(C)cc2)nnc1SCC(=O)NCc1ccccc1	-22
COc1ccccc1C(CCN(Cc1cccs1)C(C)=O)c1ccco1 (stereo not drawn)	-19
Cc1[nH]nc(N=CC2=C(O)CC(C)(C)CC2=O)c1-c1ccc(Cl)cc1	-1
O=C(NCCOc1ccccc1)c1cc2ccccc2o1	2
COc1ccc(OC)c(NC(=O)Cc2coc3ccc(C)cc23)c1	-9
O=C(COc1ccccc1)n1nc(-c2ccc(Cl)cc2)nc1NCc1ccco1	-28
O=C(O)c1cc(Cl)c(Cl)cc1C(=O)N1CCCC1	0
CCn1c(=N)n(CC(O)c2ccco2)c2ccccc21 (stereo not drawn)	6
O=C(Oc1ccccc1)c1ccc(COC(=O)c2cnccn2)cc1	11
O=C(O)CCN(CCC(=O)O)c1nnc(SCc2ccccc2)s1	10
CCOc1ccccc1N1C(=O)c2ccc(C(=O)Nc3cccnc3)cc2C1=O	4
Cc1c(C(=O)O)oc2c1C(O)CC(C)(C)C2 (stereo not drawn)	-19
O=c1[nH]c(SCc2n[nH]c(=S)n2-c2ccccc2)nc2ccccc12	-14
CCCCN(c1ccccc1)S(=O)(=O)c1ccc2c(c1)CCN2C(=O)CCC(=O)O	7
O=C(NCC1CCCO1)c1cc2ccccc2[nH]1 (stereo not drawn)	-12
COc1ccc(CNc2nc(-c3cccnc3)nn2C(=O)c2cccs2)cc1	-20
CN(C)S(=O)(=O)N1CCN(CC(O)COc2ccc3cc(Br)ccc3c2)CC1 (stereo not drawn)	-13
O=C(CSc1nccc(=O)[nH]1)N1CCCc2ccccc21	-20
Cc1ccc(CSC2=NCCN2C(=O)c2ccco2)cc1	3
CCC(C)NS(=O)(=O)c1ccc(NS(C)(=O)=O)cc1 (stereo not drawn)	1
CC1(C)NC(=O)N(CCOc2cccc(Cl)c2Cl)C1=O	6
Nc1nnc(SCCN2C(=O)c3ccccc3S2(=O)=O)s1	-13
CN(C)/C=N/c1ncnc2c1cnn2-c1ccc(C(F)(F)F)cn1	3
COc1ccc(C2=NO[C@@H]3C(=O)N(c4ccc5c(c4)OCCO5)C(=O)[C@H]23)cc1OC	9
CCN(CC)c1ccc(NC(=O)c2cc3ccccc3o2)c(C)c1	-18
O=C1CCCN1c1ccc(CNS(=O)(=O)c2ccc(F)cc2)cc1	-21
CCc1nnc(NC(=O)c2ccc(S(=O)(=O)N(CC(C)C)CC(C)C)cc2)o1	4
CCCOc1ccc(N2CC(C(=O)Nc3ccc4c(c3)OCO4)CC2=O)cc1 (stereo not drawn)	-1
C=CCNC(=O)c1ccccc1NC(=O)c1ccccc1	-17
O=C(O)c1ccc2c(c1)C(=O)N(Cc1ccccc1)C2=O	-15
Cc1[nH]nc2c1C1(CCC(c3ccccc3)CC1)C(C#N)=C(N)O2 (stereo not drawn)	-17
CC1CCc2cc(F)cc3c(=O)c(C(=O)O)cn1c23 (stereo not drawn)	44*
Cc1nc2cc(NC(=O)N3c4ccccc4CC3C)ccc2o1 (stereo not drawn)	-8
COc1cccc(NC(=O)COC(=O)c2cccnc2)c1	9
Cc1occc1C(=O)NC(C)C1CCCO1 (stereo not drawn)	-13
CCOc1ccc2c(c1)n(CO)c(=S)n2CO	4
CN(C)S(=O)(=O)NC(c1ccccc1)c1ccccc1	-5
O=C(c1ccco1)N1CCN(C(=O)c2cc(-c3ccncc3)nc3ccc(Br)cc23)CC1	-19
O=C(Nc1ccccc1F)c1cc(S(=O)(=O)N2CCCCC2)cs1	-21
c1ccc(COc2ccc(CNn3cnnc3)cc2)cc1	-9
C=CCn1c(SCc2ccc(C(=O)OC)cc2)nnc1-c1sc(N)nc1C	0
Cc1nc(NC2=NCN(CCN3CCOCC3)CN2)nc2c(C)cccc12	5
Nc1c(C(=O)NCc2ccco2)nnn1Cc1ccccc1	-7
Cc1ccc(CNC(=O)C2CC(=O)OC23CCCC3)c(C)c1 (stereo not drawn)	-9
O=S(=O)(NCc1ccc2c(c1)OCO2)c1ccc2c(c1)oc1ccccc12	-20
CCN(CC)C(=O)CSc1nnc([C@H](Cc2c[nH]c3ccccc23)NC(=O)OC(C)(C)C)o1	-15
CCCN1C(=O)c2ccc(C(=O)NC3=NCCS3)cc2C1=O	-19
O=c1ccnc(SCc2ccccc2Cl)[nH]1	-5
CC1CCCCN1C(=O)Cc1ccc(F)cc1 (stereo not drawn)	-10
Cc1nc2ccc(NC(=O)N3CCN(c4ccccn4)CC3)cc2s1	-22
Cc1ccc(NC(=O)c2cc(NC(=O)c3ccco3)ccc2N2CCOCC2)cc1	-10
CCOC(=O)N1CCN(C(=O)CSc2ncnc3ccccc23)CC1	0

18 successive records already listed, quoted:
SMILES	Ecoli WT growth
Cc1occc1C(=O)NC(C)C1CCCO1 (stereo not drawn)	-13
CCOc1ccc2c(c1)n(CO)c(=S)n2CO	4
CN(C)S(=O)(=O)NC(c1ccccc1)c1ccccc1	-5
O=C(c1ccco1)N1CCN(C(=O)c2cc(-c3ccncc3)nc3ccc(Br)cc23)CC1	-19
O=C(Nc1ccccc1F)c1cc(S(=O)(=O)N2CCCCC2)cs1	-21
c1ccc(COc2ccc(CNn3cnnc3)cc2)cc1	-9
C=CCn1c(SCc2ccc(C(=O)OC)cc2)nnc1-c1sc(N)nc1C	0
Cc1nc(NC2=NCN(CCN3CCOCC3)CN2)nc2c(C)cccc12	5
Nc1c(C(=O)NCc2ccco2)nnn1Cc1ccccc1	-7
Cc1ccc(CNC(=O)C2CC(=O)OC23CCCC3)c(C)c1 (stereo not drawn)	-9
O=S(=O)(NCc1ccc2c(c1)OCO2)c1ccc2c(c1)oc1ccccc12	-20
CCN(CC)C(=O)CSc1nnc([C@H](Cc2c[nH]c3ccccc23)NC(=O)OC(C)(C)C)o1	-15
CCCN1C(=O)c2ccc(C(=O)NC3=NCCS3)cc2C1=O	-19
O=c1ccnc(SCc2ccccc2Cl)[nH]1	-5
CC1CCCCN1C(=O)Cc1ccc(F)cc1 (stereo not drawn)	-10
Cc1nc2ccc(NC(=O)N3CCN(c4ccccn4)CC3)cc2s1	-22
Cc1ccc(NC(=O)c2cc(NC(=O)c3ccco3)ccc2N2CCOCC2)cc1	-10
CCOC(=O)N1CCN(C(=O)CSc2ncnc3ccccc23)CC1	0

The results go on:
SMILES	Ecoli WT growth
O=C(NC12CC3CC(CC(C3)C1)C2)N1CCCC(CO)C1 (stereo not drawn)	-17
CSc1ccc(S(=O)(=O)Nc2ccc(F)cc2)cc1	-24
Cn1c(CCNC(=O)c2ccccc2F)nnc1SCc1nc2ccccc2c(=O)[nH]1	-21
CCCCn1nnc(NC(=O)Cc2ccc(Cl)cc2)n1	-6
CCCCOc1ccc(S(N)(=O)=O)cc1	-3
CC(=O)Nc1nc(N2C(=O)c3ccccc3C2=O)n(-c2ccccc2)n1	0
CCOC(=O)c1cnc2c(C(F)(F)F)cccc2c1N1CCOCC1	-16
C=CCn1c(SCC(=O)c2cc(C)n(C(C)COC)c2C)nc2sc(C)c(C)c2c1=O (stereo not drawn)	-3
COc1ccccc1N1CCN(S(=O)(=O)c2cccc3nsnc23)CC1	5
Cc1noc(C)c1C(=O)Nc1cccnc1	-2
CCOC(=O)c1sc2nc(NC(=O)C3CCCCC3)sc2c1C	10
Cc1nc2ccc(CCO)cc2s1	3
CC(=O)[C@H]1CC[C@H]2[C@@H]3CCC4=CC(=O)CC[C@]4(C)[C@H]3[C@H](O)C[C@]12C	11
Cc1ccc(-n2nc(C(=O)N3CCN(C)CC3)c3c4ccccc4n(C)c3c2=O)cc1	-3
COc1cc2c(cc1OC)-c1cc(OCc3cccnc3)nc(=O)n1CC2	-2
Cc1ccc(Cc2cncc(O)c2)cc1S(=O)(=O)O	8
COc1ccc(CCNC(=O)C2CCCN(c3nn4c(=O)cc(C)nc4s3)C2)cc1OC (stereo not drawn)	-3
Cc1cc(C)cc(N2C(=O)N(c3ccccc3C)C3CS(=O)(=O)CC32)c1 (stereo not drawn)	-22
CCCCN1C[C@H](O)[C@@H](O)[C@H](O)[C@H]1CO	5
CCOC(=O)C1C(=O)CC(C)(O)C(C(=O)OCC)C1c1ccccc1OC (stereo not drawn)	-15
O=C(NCCN1CCOCC1)c1cc(-c2ccccc2)on1	-17
CC(C)CCC(C(=O)O)C(C)CC(=O)NC1CCCCC1 (stereo not drawn)	-4
O=C(O)CCCC(=O)Nc1cccc(-c2nc3ccccc3[nH]2)c1	-26
CC(C)(C)NC(=O)c1ccc(COCC(F)(F)F)o1	-10
Cc1ccc(S(=O)(=O)NCc2nc3ccccc3c(=O)n2N)cc1	-22
CC1(C)Cc2c(sc3nc(SCC(=O)O)[nH]c(=O)c23)CO1	0
Cn1c(=O)c2c(nc(NCCCO)n2Cc2cccc(Br)c2)n(C)c1=O	-7
Cc1cc2oc(C(=O)NCc3ccc4c(c3)OCO4)c(C)c2cc1C	-24
COc1ccccc1N1CC(O)=C(c2nc3ccccc3c(=O)[nH]2)C1=N	-10
COc1ccc(CC(=O)NCc2nnc(SCC(=O)Nc3nccs3)n2-c2ccccc2)cc1	18
CC(C)CCOP(=O)(c1ccc(N(C)C)cc1)C(O)c1ccccn1 (stereo not drawn)	-15
Cc1cc(=O)[nH]c2c1c(C)nn2C1CCCC1	0
O=S(=O)(c1ccc(S(=O)(=O)N(Cc2ccco2)Cc2ccccc2Cl)cc1)N1CCCC1	3
O=c1[nH]c2ccc(Cl)cc2c(-c2ccccc2)c1N1CCN(c2ccccn2)CC1	-6
O=C(Nc1ccc2nc(-c3ccco3)c(-c3ccco3)nc2c1)N1CCCCCC1	1
